# PKA-R2B activ: activates the human PKA-R2B holoenzyme complex; P22694+P31323; PKA-R2B holoenzyme dissociation, Cy5-IP20 fluorescence polarization; R2B truncated from residue 108, S112A mutant; 0% DMSO only, 100% 113 µM cGMP; activation, % at 11.4 µM; actives 0.079% (n = 340,000); AID 504700;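 active = activation above a cutoff set at the mean over all compounds plus 3 SD, cut at about 18% in these data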;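 note: higher means more holoenzyme dissociation and a rise in polarization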
# Target sequence (P31323 whole entry, looked up, other chains not shown, the tested form may be a part): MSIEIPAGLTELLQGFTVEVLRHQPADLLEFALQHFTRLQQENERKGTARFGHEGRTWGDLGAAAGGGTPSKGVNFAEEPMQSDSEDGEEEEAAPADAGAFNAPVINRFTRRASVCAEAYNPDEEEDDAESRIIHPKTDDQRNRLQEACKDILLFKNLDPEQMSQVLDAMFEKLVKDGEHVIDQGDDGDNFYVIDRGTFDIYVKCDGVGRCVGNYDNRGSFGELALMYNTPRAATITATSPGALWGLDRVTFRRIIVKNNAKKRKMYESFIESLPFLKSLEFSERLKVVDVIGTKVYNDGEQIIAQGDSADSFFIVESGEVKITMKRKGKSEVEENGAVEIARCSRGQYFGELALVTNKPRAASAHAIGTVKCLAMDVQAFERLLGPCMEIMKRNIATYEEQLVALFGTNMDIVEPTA
# Keap1-Nrf2 PPI: inhibitors of human Keap1-Nrf2 protein-protein interaction. Q14145. Keap1 Kelch-Nrf2 peptide fluorescence polarization, 1536-well. inhibition, % at 9.4 µM. actives 0.15% (n = 340,000); in the data active = inhibition above about 12%;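 note: human Keap1 Kelch domain with fluorescein labeled Nrf2 9mer peptide probe; 0% = neutral control wells and 100% = peptide positive control; higher means more block of Keap1 binding to Nrf2 peptide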
# Target sequence (Q14145 whole entry, looked up, the tested form may be a part): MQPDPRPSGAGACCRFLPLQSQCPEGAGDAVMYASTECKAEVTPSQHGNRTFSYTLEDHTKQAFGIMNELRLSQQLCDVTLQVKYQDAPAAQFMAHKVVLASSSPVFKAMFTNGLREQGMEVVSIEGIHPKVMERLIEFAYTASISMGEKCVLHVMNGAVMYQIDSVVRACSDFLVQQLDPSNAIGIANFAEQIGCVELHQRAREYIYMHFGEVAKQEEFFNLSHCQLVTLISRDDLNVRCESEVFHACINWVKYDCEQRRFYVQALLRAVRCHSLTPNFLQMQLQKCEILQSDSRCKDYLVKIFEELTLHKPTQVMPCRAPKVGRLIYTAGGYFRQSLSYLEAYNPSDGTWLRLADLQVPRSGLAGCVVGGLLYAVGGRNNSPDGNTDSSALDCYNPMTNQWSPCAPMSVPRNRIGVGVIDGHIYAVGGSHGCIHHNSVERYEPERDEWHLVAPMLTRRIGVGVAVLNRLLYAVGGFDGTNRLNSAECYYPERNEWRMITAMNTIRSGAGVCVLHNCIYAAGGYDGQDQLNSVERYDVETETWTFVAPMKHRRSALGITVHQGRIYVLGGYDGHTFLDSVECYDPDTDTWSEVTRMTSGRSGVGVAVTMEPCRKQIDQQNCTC
# LANA DNA inh: blocks KSHV LANA C-terminal domain binding to DNA; MBP-C-LANA/FAM-LBS DNA binding, fluorescence polarization; inhibition, % at 9 µM; actives 0.078% (n = 340,000);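 active = highest replicate inhibition at or above 60% at 9 µM, even if other replicates fall short; inactive = all replicates below 60% inhibition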;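 note: 0% = neutral control wells and 100% = 4 µM acridine orange control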
# RTF Ca sens inh: cardiac RTF calcium desensitization; actives 0.12% (n = 340,000); IANBD-labeled cardiac RTF, Ca2+ fluorescence; inhibition, % at 7.15 µM;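 active = inhibition above the mean inhibition of all tested compounds plus 3 SD, cut at about 17% in these data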;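 note: assay run at fixed EC70 calcium of 1.6 mM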
# SR-BI HDL uptake: mouse SR-BI HDL lipid transfer inhibition | inhibition, % at 12.5 µM | ldlA[mSR-BI] CHO cells, DiI-HDL uptake fluorescence, 3 h | Q61009 | actives 0.96% (n = 320,000);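 active = mean replicate inhibition of at least 70% and a set share of replicates each scoring 70 or more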;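 note: 0% = median of neutral control wells and 100% = median of positive control wells; values of inactives mirror those of a sister screen read the other way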
# NSD2 inh: NSD2 (human) methyltransferase inhibition | O96028 | NSD2 peptide methylation, AlphaScreen, 120 min | inhibition, % at 12.5 µM | actives 0.54% (n = 310,000); in the data active = inhibition above about 50%
# Arr AP2 block: inhibitors of human beta-arrestin and AP2 interaction; FITC-arrestin peptide / GST-AP2 beads, flow cytometry; AP2 beta2 appendage carries R879A mutation; inhibition, % at 10 µM; actives 0.31% (n = 340,000);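 active = inhibition above a set limit, near 3 SD of compounds lacking own fluorescence, cut at about 54% in these data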;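 note: plate controls were DMSO wells for no effect and 5 µM unlabelled arrestin peptide for full effect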
#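 System: GST-AP2 R879A glutathione beads | Also added: FITC-arrestin peptide, 50 nM | Times: 12 min plus 1 h, RT | Signal: Bead flow cytometry, FITC channel | Buffer or medium: PBS with 0.05% Tween 20 and 0.1% BSA | Read-out basis: Percent drop in bead-associated FITC signal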
# PvdQ acylase: P. aeruginosa PvdQ acylase inhibition | purified PvdQ acylase, fluorescence plate reader | inhibition, % at 10 µM | actives 0.063% (n = 340,000); in the data active = inhibition above about 30%, passing the limit was not always enough;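 note: 0% = vehicle neutral wells and 100% = reference inhibitor wells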
# SR-BI DiI-HDL act: activators of SR-BI mediated HDL lipid uptake. actives 0.096% (n = 320,000). CHO ldlA[mSR-BI] cells, DiI-HDL uptake fluorescence, 3 h; 100 = double the neutral-control signal. activation, % at 12.5 µM. AID 504775;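 active = mean replicate activation of at least 60% and every replicate at or above 60%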;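 note: 0% = median plate neutral-control signal and 100% = twice that signal; values of inactives mirror those of a sister screen read the other way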
#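 system = CHO ldlA[mSR-BI] cells, LDL receptor-null, SR-BI overexpressing | medium = Ham's F12 with 0.5% BSA, HEPES 25 mM, pH 7.4 | probe or stimulus = DiI-HDL 10 µg/mL | compound dosing = single-point compound dose | incubation = compound exposure 3 h, 37 °C | technique = DiI fluorescence, bottom read | read-out = cell-associated DiI fluorescence as measure of HDL uptake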
# DAGLB inh: blocks human DAGLB lipase activity. Q8NCG7. HEK293T DAGLB membrane lysate, EnzChek fluorogenic substrate. inhibition, % at 5.17 µM. actives 0.059% (n = 340,000); in the data active = inhibition above about 34%;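 note: 0% = enzyme with vehicle and 100% = wells lacking enzyme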
# The depositor's hits bear a star; nt = no result given.
SMILES,PKA-R2B activ,Keap1-Nrf2 PPI,LANA DNA inh,RTF Ca sens inh,SR-BI HDL uptake,NSD2 inh,Arr AP2 block,PvdQ acylase,SR-BI DiI-HDL act,DAGLB inh
O=C1NC(c2ccccc2OC(F)F)Oc2ccccc21 (configuration not stated),0.9,4.7,-2.4,-1.7,23.0,-3.0,23.4,4.5,-23.0,-0.7
CCN(CC)CCN1C(=O)C(=O)/C(=C(/O)c2ccc(S(=O)(=O)N3CCOCC3)cc2)C1c1ccc(C(C)(C)C)cc1 (configuration not stated),-0.7,-7.6,-0.2,-32.0,nt,27.4,-4.1,-3.9,nt,0.3
COC(=O)CN1C(c2ccc(OC)cc2)=Nc2ccc(Cl)cc2C1c1ccccc1 (configuration not stated),8.5,2.5,0.8,-8.5,1.0,-2.3,nt,2.0,-1.0,-7.9
Cc1ccc(C(=O)NC(=S)N2CCN(C(=O)OC(C)(C)C)CC2)cc1Br,-8.0,-4.8,-0.5,3.2,nt,-3.3,4.2,1.9,nt,0.4
CCN(Cc1ccccc1)S(=O)(=O)c1ccc(S(=O)(=O)N2CCN(C)CC2)cc1,-3.3,-4.4,-2.0,-1.2,-6.4,0.9,0.5,-25.7,6.4,2.4
CCC(=O)Nc1ccc(N/C(N)=N/c2nc(C)cc(C)n2)cc1,6.0,-0.9,0.8,2.0,-38.5,0.6,4.0,1.0,38.5,-1.2
O=S(=O)(NCCNS(=O)(=O)c1ccccc1)c1ccccc1,21.6*,-4.5,-1.9,-10.1,-31.3,-3.5,-13.7,-15.0,31.3,0.3
CCCNC(=O)c1ccc2c(=O)c(O)c(-c3cccc(Br)c3)[nH]c2c1,5.9,-6.3,-2.2,-13.6,45.4,nt,3.0,0.0,-45.4,9.7
O=C(CSc1nnnn1-c1ccccc1)NCc1ccco1,-12.2,-5.9,0.4,2.9,1.3,-2.5,22.8,1.0,-1.3,-1.4
O=C(NCc1ccccc1F)c1ccncc1,7.4,1.4,0.0,1.6,0.2,3.3,3.4,4.2,-0.2,0.5
Cc1cccc(-n2nc([N+](=O)[O-])c(N3CCN(C(=O)c4ccco4)CC3)[n+]2[O-])c1,16.3,1.8,3.3,0.7,-1.4,25.7,-16.6,-8.2,1.4,-4.2
CCc1nc(SCc2cc(Cl)ccc2OC)n[nH]1,-5.7,-0.3,0.7,-9.6,4.6,0.3,4.5,3.4,-4.6,-1.1
CCOC(=O)N1CCN(C(=O)COc2ccc(S(=O)(=O)NC(C)C)cc2)CC1,-4.8,-5.7,-2.3,-9.2,-10.8,nt,0.3,-17.0,10.8,-0.8
COc1ccc(CNC(=O)C2CCN(C(=O)Cc3ccccc3)CC2)cc1,1.8,-4.5,3.7,-2.1,nt,-1.8,-10.6,-14.3,nt,0.4
c1ccc2c(c1)sc1nnnn12,2.6,0.1,-0.5,6.0,-31.4,-1.5,2.0,-11.3,31.5,-0.8
Cn1nc(C(=O)NCCCN2CCCCC2)c2c1-c1ccccc1S(=O)(=O)C2,0.3,2.6,-0.7,1.5,-12.0,1.3,8.6,-4.8,12.0,-2.6
CN(Cc1nc(Cc2ccccc2F)no1)CC1(N2CCOCC2)CCCCC1,3.1,-2.9,-1.6,10.2,4.6,-8.3,12.0,-8.0,-4.6,-1.0
Cc1ccnc(NS(=O)(=O)c2ccc(NC(=O)CN3C(=O)CCC3=O)cc2)n1,8.2,-3.3,1.2,1.4,-8.5,-2.6,-1.6,-12.0,8.5,-2.4
O=C(Nc1ccc(OCC(=O)N2CCC(Cc3ccccc3)CC2)cc1)c1ccco1,-6.7,-3.3,-0.4,9.2,-16.2,-6.3,2.2,5.7,16.2,1.7
Cc1nn2c(NCc3ccccn3)cc(C(C)C)nc2c1-c1ccccc1,-3.4,-5.7,-0.7,1.9,36.4,-3.8,-0.7,-14.2,-36.4,-11.8
CCn1c(CC(=O)Nc2ccccc2F)nnc1SCC(=O)Nc1nncs1,1.3,7.1,-1.2,1.1,-16.0,-3.2,41.5,-0.6,16.0,-2.5
O=C(Nc1nc2ccc(Cl)cc2s1)c1ccco1,1.8,1.7,-0.1,-5.8,17.0,-2.0,17.2,5.5,-17.0,0.8
COc1ccc(S(=O)(=O)N2CCN(CC(=O)Nc3cccc(F)c3)CC2)cc1,1.2,-5.6,-1.8,-2.8,-15.2,-0.2,-0.3,-13.4,15.2,-0.9
O=C(COc1ccc(Cl)cc1Br)OCC(=O)c1ccc[nH]1,3.6,0.1,-0.3,-4.8,-13.9,1.3,39.8,-13.4,13.9,-2.3
c1ccc(-c2nnsc2-c2ncc[nH]2)cc1,3.9,2.8,-0.3,5.7,-14.8,-3.2,-4.8,-0.6,14.8,-0.9
COc1ccc(C2=NOC(C(=O)NCc3cccnc3)C2)cc1OC (configuration not stated),-7.0,-2.4,-0.9,5.5,-18.4,-4.6,-10.1,-0.9,18.4,-2.0
CCC(=O)Nc1nnc(-c2ccc(OC)cc2)o1,-1.0,-3.5,-1.5,2.6,-9.1,nt,7.1,-2.7,9.1,2.8
Cc1cc(C)c(S(=O)(=O)c2cc(F)ccc2C)c(=O)[nH]1,1.8,-3.9,0.5,2.1,16.0,2.4,-2.1,6.7,-16.0,-0.9
O=C(c1nc2ncccn2n1)N1CCc2ccccc2C1,-4.6,2.4,-0.3,-15.9,-12.7,2.9,-5.2,-6.5,12.7,-2.2
COc1cc(/C=N/NC(=O)CC2C(=O)NN=C2C)ccc1O (configuration not stated),1.3,-0.8,-0.6,-5.5,nt,-1.8,-1.9,-5.2,nt,-1.9
COC(=O)c1ccc(NC(=S)Nc2ccc3ccccc3c2)cc1,-6.2,-6.6,1.8,4.4,10.6,-2.3,-0.9,11.0,-10.6,1.0
Cc1cc2oc(C(=O)NCc3ccncc3)c(C)c2cc1C,-3.4,-2.1,0.4,0.1,nt,nt,0.4,-15.1,nt,-1.1
Cc1nc2c3cc(Cl)ccc3n(CCN3CCCCC3)c2s1,4.3,-0.1,-2.6,-4.5,63.4,8.2,-0.3,-8.8,-63.4,-4.2
CCN(CC(=O)Nc1c(F)cccc1F)C(=O)c1ccc(OCC(=O)N2CCOCC2)c(OC)c1,-10.8,1.5,2.4,2.9,-10.2,-0.6,19.9,0.4,10.2,-2.0
COc1ccc2c(C)c(CC(=O)N3C[C@H]4C[C@@H](C3)c3cccc(=O)n3C4)c(=O)oc2c1OC,11.2,-0.8,0.5,-2.4,-12.5,nt,5.2,-8.2,12.5,-1.2
Cc1c(N=C(N)/N=C(\N)Nc2ccc(Br)cc2)c(=O)n(-c2ccccc2)n1C,-3.7,-1.0,-0.9,-7.0,-10.4,0.3,24.8,3.1,10.4,0.4
NC(=O)c1ccc(N2CCNC(=O)C2)c([N+](=O)[O-])c1,2.5,0.2,0.5,-0.2,-11.3,-3.6,17.7,-2.5,11.3,-1.2
CC(C)c1ccc(NC(=O)CSc2nc3ccsc3c(=O)n2Cc2ccc(C(=O)O)cc2)cc1,-16.5,-7.2,1.0,2.4,-8.9,-3.0,20.2,3.9,8.9,1.4
Cc1c(C(=O)NC(C)C)sc2ncn(CC(=O)N3CCC(C)CC3)c(=O)c12,-9.7,-5.0,1.2,-0.9,-19.0,0.6,-3.6,-6.5,19.0,0.1
CC(C)CC(=O)Nc1ccc(C(=O)NNC(=O)C(c2ccccc2)c2ccccc2)cc1,-7.0,-4.5,-1.6,-6.3,22.7,nt,2.1,-18.5,-22.7,-1.7
CC(CCc1ccccc1)NC(=O)c1ccccc1F (configuration not stated),-0.9,0.5,-2.4,-11.8,6.5,-5.0,22.7,-1.7,-6.5,-2.4
COC(=O)N/N=C/c1cc(Cl)c(OCc2ccc(F)cc2)c(OC)c1,-2.1,0.9,0.7,3.2,34.4,-2.1,24.2,7.6,-34.4,-3.8
COc1ccc(C(=O)NCCNC(=O)c2cnccn2)cc1OC,11.7,-1.9,-0.2,-28.0,nt,6.9,16.2,-0.3,nt,-1.1
OCCC1CN(C/C(Cl)=C/c2ccccc2)CCN1C1CCCC1 (configuration not stated),-4.2,-2.4,-2.2,-0.8,2.4,0.2,9.5,14.7,-2.4,-1.1
COCc1cc(=O)n2[nH]c(-c3ccco3)cc2n1,-0.4,1.9,-0.1,-0.3,-13.0,0.7,7.5,-16.2,13.0,-0.2
NC(=O)c1cc2ccccc2o/c1=N/NC(=O)c1cccc(Cl)c1,-6.0,-2.7,-1.4,-1.5,25.4,-1.0,-9.7,-11.0,-25.4,0.8
CCc1ccc(C(=O)NNC(=O)CC2OC(=O)c3ccccc32)cc1 (configuration not stated),-9.3,0.4,1.1,-15.8,1.0,0.7,1.9,-6.2,-1.0,1.3
Cc1c(C)c(C)c(S(=O)(=O)n2[nH]c(=O)c(CCO)c2C)c(C)c1C,6.3,1.0,2.3,-5.8,12.6,2.4,-6.2,-14.1,-12.6,-1.9
CCCc1ccc(C(=O)N2CCN(c3ccccc3OCC)CC2)cc1,3.2,2.2,0.4,-5.7,15.4,23.9,-5.3,-3.3,-15.4,1.0
Cc1ccccc1NC(=O)C1CCCN1S(=O)(=O)c1cccc2cccnc12 (configuration not stated),-1.1,3.7,0.7,-5.7,-15.8,nt,26.9,0.8,15.8,1.3
CCN(CC(=O)Nc1c(F)cccc1F)C(=O)Cc1csc(-c2ccccc2)n1,-10.2,-0.8,-0.8,-1.6,-32.6,-0.2,-5.2,-2.9,32.6,1.6
COc1ccc(NC(=O)CCCC(=O)c2ccccc2)cc1OC,-0.1,-0.1,-1.3,-1.2,2.3,0.5,60.6*,1.5,-2.3,-0.4
CN(C)CCCNc1oc(-c2ccccc2Cl)nc1S(=O)(=O)c1ccc(F)cc1,0.3,-5.2,1.0,-0.4,-13.8,10.5,-14.5,-17.9,13.8,-1.4
Cc1cc2oc(C(=O)Nc3c(C)n(C)n(-c4ccccc4)c3=O)c(C)c2cc1C,1.0,-0.6,-1.5,-5.3,47.2,2.6,1.6,-4.9,-47.2,3.3

# Entries shown so far containing an aryl thioether with sulfur outside any ring:
SMILES,PKA-R2B activ,Keap1-Nrf2 PPI,LANA DNA inh,RTF Ca sens inh,SR-BI HDL uptake,NSD2 inh,Arr AP2 block,PvdQ acylase,SR-BI DiI-HDL act,DAGLB inh
O=C(CSc1nnnn1-c1ccccc1)NCc1ccco1,-12.2,-5.9,0.4,2.9,1.3,-2.5,22.8,1.0,-1.3,-1.4
CCc1nc(SCc2cc(Cl)ccc2OC)n[nH]1,-5.7,-0.3,0.7,-9.6,4.6,0.3,4.5,3.4,-4.6,-1.1
CCn1c(CC(=O)Nc2ccccc2F)nnc1SCC(=O)Nc1nncs1,1.3,7.1,-1.2,1.1,-16.0,-3.2,41.5,-0.6,16.0,-2.5
CC(C)c1ccc(NC(=O)CSc2nc3ccsc3c(=O)n2Cc2ccc(C(=O)O)cc2)cc1,-16.5,-7.2,1.0,2.4,-8.9,-3.0,20.2,3.9,8.9,1.4

# Bioassay records (PubChem)
